# Screening data (PubChem BioAssay)
# CBFb-RUNX1 inh: inhibitors of human CBF-beta and RUNX1 interaction | AlphaScreen CBFb-His/RUNX1-biotin binding, biochemical | Potency, µM (series often up to 59.8 µM), inactives show top-dose activity, negative = inhibition, hits mostly inhibitors | 230,000 tested, under 10 active; further: % of control where 0% means no effect
#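 CBF-beta (His) and RUNX1 (biotin), 30 nM each; 20 min preassociation; + compound, 15 min; + beads 50 ng each (Ni, streptavidin), 90 min; RT; AlphaScreen read.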
# Lamin A splicing: changes lamin A minigene splicing in HeLa cells. HeLa LMNA splicing GFP/RFP minigene ratio, 48 h. AID 1487. 200,000 tested, 0.01% active. Potency, µM (top dose mostly 46.1 µM), inactives show at the top dose ratio change, negative = inhibition, hits mostly inhibitors; active means well fitted inhibition curve with a large enough effect in the signal ratio, with a control signal flat, not every such curve was filed as active; inconclusive means small, poorly fitted or top-dose-only effect, or effect the other way, or a change in a side signal; the % refers to the signal ratio; further: potency means the concentration at half of the fitted maximal effect; on the % scale 0 is the no-effect control and ±100 the full control effect
#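 S3 HeLa cells stably expressing lamin A-EGFP splicing minigene plus DsRed2, 600 cells/well, 48 h compound exposure at 37C. Laser-scanning cytometry; analysed as GFP (500-530 nm)/RFP (575-640 nm) total intensity ratio; 0.5% DMSO vehicle.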
# NPSR antag: antagonists of human neuropeptide S receptor cAMP signaling; Potency, µM (series often up to 38.3 µM), inactives show at the top dose activity change, negative = inhibition, hits mostly inhibitors; AID 1461; CHO-NPSR cells, cAMP TR-FRET, antagonist mode; 220,000 tested, 1% active; Q6W5P4; further: potency means the concentration at half of the fitted maximal effect; on the % scale 0 is the no-effect control and ±100 the full control effect; nearly all actives have a fitted effect of over 50% in size; many of its hits are not listed in these tables
# Target sequence (Q6W5P4 whole entry, looked up): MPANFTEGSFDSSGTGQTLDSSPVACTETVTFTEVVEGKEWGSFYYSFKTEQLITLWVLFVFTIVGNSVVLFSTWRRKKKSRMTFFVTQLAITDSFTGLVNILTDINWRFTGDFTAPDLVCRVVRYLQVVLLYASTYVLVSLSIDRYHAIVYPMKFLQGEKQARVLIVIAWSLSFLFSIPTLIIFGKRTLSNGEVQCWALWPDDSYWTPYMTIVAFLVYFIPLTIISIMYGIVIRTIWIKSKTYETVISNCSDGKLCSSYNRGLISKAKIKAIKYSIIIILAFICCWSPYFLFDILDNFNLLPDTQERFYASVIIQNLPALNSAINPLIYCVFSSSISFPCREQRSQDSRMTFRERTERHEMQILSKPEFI
# Epigenetic derep: epigenetic control regulation, reporter derepression. Potency, µM (highest dose often 53.9 µM), for inactives: at the top dose GFP activation, hits mostly activators. murine LDR cells, GFP reporter derepression, 30 h. AID 1865. 280,000 tested, 0.2% active; further: potency means the concentration at half of the fitted maximal effect; % of control where 0% means no effect; nearly all actives have a fitted effect of over 60% in size
#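 Reporter derepression read as number of fluorescent GFP-positive objects, 20-120 um in size, counted by laser-scanning cytometer. Mouse LDR line with an epigenetically silenced CMV-GFP locus; compound incubation 30 h, 37 C.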
# IMPase Li cell: membrane-permeable IMPase blocker, potentiated with lithium; AID 1457; Potency, µM (top dose mostly 59.4 µM), without a hit: at the highest dose activity, negative = IMPase inhibition, usual class: inhibitors; 210,000 tested, 0.35% active; CHO-M1 cells, IP1 TR-FRET (IP-One), carbachol + lithium;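 further: IP1 builds up when IMPase is blocked and the TR-FRET signal falls; potency means the concentration at half of the fitted maximal effect; plate controls were basal vehicle for no effect and high inhibitor control for full effect; nearly all actives have a fitted effect of over 50% in size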
#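 CHO cells stably expressing M1 receptor (2000/well, cultured 16–30 h) treated 30 min at 37C with compound plus low lithium. Cytosolic IP1 by TR-FRET (665/620 ratio and 620 channel) after 10 min lysis; AC50 by Hill fit.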
# Luc counter: counter-screen: inhibitors of Kinase-Glo firefly luciferase; Q27757; Kinase-Glo luciferase, ATP luminescence, 8 min; Potency, µM (titrated, usually from 38.3 µM), inactives show at the top dose activity change, negative = inhibition, hits mostly inhibitors; 200,000 tested, 0.28% active; further: potency means the concentration at half of the fitted maximal effect; on the % scale 0 is the no-effect control and ±100 the full control effect; nearly all actives have a fitted effect of over 60% in size
#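 Light output from Kinase-Glo luciferase with luciferin and 10 uM ATP in 50 mM imidazole pH 7.2, KCl, MgCl2, Tween 20, BSA; compound pin-delivered, 8-min ambient incubation, then luminescence read.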
# GLA spleen mod: inhibits or activates alpha-galactosidase in human spleen homogenate; P06280; human spleen homogenate, 4MU-alpha-Gal fluorescence, 40 min; Potency, µM (series often up to 80 µM), for the others: top-dose activity change, negative = inhibition, usual class: inhibitors; 240,000 tested, 0.008% active; AID 2107;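 further: potency means the concentration at half of the fitted maximal effect; 0% = enzyme with vehicle and -100% = no enzyme basal signal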
# Target sequence (P06280 32-429 limits assumed): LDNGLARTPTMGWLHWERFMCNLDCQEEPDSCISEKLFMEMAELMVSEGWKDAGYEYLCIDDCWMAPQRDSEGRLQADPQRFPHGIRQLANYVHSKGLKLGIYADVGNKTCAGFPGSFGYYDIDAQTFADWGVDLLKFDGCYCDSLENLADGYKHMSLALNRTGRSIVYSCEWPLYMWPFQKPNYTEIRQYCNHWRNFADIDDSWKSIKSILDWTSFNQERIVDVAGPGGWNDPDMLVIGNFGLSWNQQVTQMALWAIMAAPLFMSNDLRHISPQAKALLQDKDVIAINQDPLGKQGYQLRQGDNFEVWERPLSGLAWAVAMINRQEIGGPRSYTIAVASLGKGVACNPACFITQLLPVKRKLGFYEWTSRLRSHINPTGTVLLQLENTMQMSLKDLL
#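 Spleen homogenate 1 ug + cpd (titration) + 4-MU-alpha-D-galactopyranoside 1 mM; 37C 40 min; 50 mM citrate/phosphate pH 5.0, 0.01% Tween-20; stop pH 10; fluorescence 365/440; AC50 via Hill.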
# * hit, by the source's call; ? = inconclusive; . = no result given; [ ] = remark or other dose. Unless noted, the call rests on the fitted dose curve; in most records, active means well fitted curve in the direction sought with a large enough effect; inconclusive means small, poorly fitted or top-dose-only effect, or another doubt; inactive means no such curve, though single readings can be large; an effect the other way counts as inactive or inconclusive. Only part of the results is shown; count on the stated rates, not on these rows.
SMILES,CBFb-RUNX1 inh,Lamin A splicing,NPSR antag,Epigenetic derep,IMPase Li cell,Luc counter,GLA spleen mod
COC(=O)c1ccc(CN2CCN(CCC(C)C)C(CCO)C2)cc1 (stereo not given),2%,?,-11%,2.4%,21%,0%,2%
O=C(COC(=O)C1CCC1)Nc1ccccc1Sc1ccccc1,19%,-6%,14%,0.0%,3%,4%,-8%
CCOC(=O)c1c(C)[nH]c2cc(Br)c(O)cc12,7%,13%,-12%[46.1 µM],6.3%,0%[38.3 µM],-3%,-12%
CCC[C@@H]1C[C@@H](C(=O)N[C@@H]([C@H]2O[C@H](SC)[C@H](O)[C@@H](O)[C@H]2O)[C@@H](C)O)N(C)C1,7%,-29%,.,-1.0%,-11%,1%[39.9 µM],-5%
Cc1cccc(C)c1Nc1ncnc(N)c1[N+](=O)[O-],-1%,-9%,22%,0.0%,2%,1%,-8%
CCOC(=O)c1c(C)c(C(=O)Nc2ccccc2)c(C)n1CC,9%,-10%,-14%[46.1 µM],0.9%,-4%,3%,3%
Cc1ccc(Cn2ccc(-c3cnc(-c4ccccc4)s3)n2)cc1,?,?,-23%[46.1 µM],-2.7%,20%[38.3 µM],17%,13%
COc1ccc(Cl)cc1N(CC(=O)NC(C)(C)C)S(=O)(=O)c1ccc(C)c([N+](=O)[O-])c1,-3%,?,?,-0.9%,12%,-1%,-6%
CCCCc1c2ccccc2nc2[nH]c3ccccc3c12,5%,.,.,6.0%,-18%,2%,4%
O=C(O)CCCCCN=Cc1c(O)c2ccccc2oc1=O,-4%,.,16%,-2.3%,-6%,-5%,-1%
O=C(CCSc1ccc(Cl)cc1)N1CCN(c2ncccn2)CC1,-1%,-6%,-8%[46.1 µM],-0.2%,-6%[38.3 µM],-8%,7%
COc1ccc(/C=N/NC(=O)c2ccc(COc3cccc4cccnc34)cc2)cc1O,-17%,.,-38%,2.7%,.,.,-2%
Cc1ccccc1C(=O)N1CCC(C(=O)Nc2ccc3c(c2)OCCO3)CC1,4%,-9%,-10%[46.1 µM],-8.0%,-6%[38.3 µM],6%,2%
Cc1ccc(C(=O)N/C(=C\c2ccc(C)o2)C(=O)O)cc1,-9%,.,-3%,0.1%,.,.,0%
O=C1CC(NNC(=O)c2ccccc2)C(=O)N1 (stereo not given),3%,22%,-3%[46.1 µM],-0.9%,6%[38.3 µM],7%,-4%
S=C(Nc1ccccc1Cl)N(Cc1ccccc1)Cc1ccccn1,?,.,?,1.1%,15%,-1%,-12%
CN1CCN(/C=C(\C#N)S(=O)(=O)c2ccc(Cl)cc2)CC1,5%,.,5%[7.67 µM],-2.4%,.,.,-1%
CCCCOCC1CN(c2ccccc2)C(=O)CS1 (stereo not given),9%,-3%,-8%[46.1 µM],0.0%,17%[38.3 µM],3%,-3%
COc1cccc(C(=O)Nc2ccc(-c3nc4ccccc4o3)c(O)c2)c1,-29%,-4%,3%[46.1 µM],?,-6%[38.3 µM],2%,5%
CCOC(=O)c1c(C)nn(-c2ncccc2NC(=O)NC(C)C)c1C,6%,.,-19%,-0.8%,.,.,6%
CNC(=O)CSCc1c(F)cccc1Cl,2%,1%,4%[46.1 µM],-1.0%,-2%,0%,-2%
CC(C)C[C@H](NC(=O)OC(C)(C)C)c1nnc(SCC(=O)Nc2ccc(Br)cc2)o1,1%,?,-23%[46.1 µM],-0.7%,16%[38.3 µM],9%,-8%
N#Cc1ccc(-c2cccnc2)nc1SCc1ccc(Cl)c(Cl)c1,23%,2%,?,-0.6%,6%,0%,8%
COc1ccc(C(=O)NCC(=O)n2nc(C)cc2C)cc1OC,1%,4%,3%[46.1 µM],-1.0%,9%[38.3 µM],3%,18%
CCCS(=O)(=O)NCc1cn2cccc(C)c2n1,-2%,-14%,10%[46.1 µM],0.0%,4%,1%,-3%
CC(=O)Nc1ccc(C(=O)OCc2ccccc2Cl)cc1,11%,11%,7%,-1.0%,-3%,0%,3%
CCOc1ccc(NC(=O)C2CCCN(C(=O)Nc3ccccc3)C2)cc1 (stereo not given),7%,-13%,-4%[46.1 µM],6.2%,4%,-1%,-2%
COc1ccccc1CNC(=O)c1ccc(OC(F)F)c(OC)c1,6%,-12%,4%,0.0%,6%,3%,-1%
COc1ccccc1CNC(=S)NC1CCCCC1,1%,?,-21%,-0.8%,14%,4%,-1%
Cc1ccc(NCC(=O)N/N=C/c2c[nH]c3ccccc23)cc1,-9%,-2%[46 µM],-17%,-0.1%,7%,-2%,-8%
Cc1nc(NCC2CCCO2)c2nnn(Cc3ccccc3Cl)c2n1 (stereo not given),-1%,?,-6%[46.1 µM],-4.2%,-3%[38.3 µM],0%,1%
COc1ccc(OC)c2c(C)cc(N3CCN(C(=O)c4ccc(F)cc4)CC3)nc12,-2%,?,-16%[46.1 µM],0.2%,-6%[38.3 µM],11%,1%
C=CCn1c(COc2ccc(Cl)cc2)nnc1SCC(=O)N/N=C/c1ccccc1,1%,13%,-9%[46.1 µM],1.3%,2%[38.3 µM],-2%,4%
CC1=CC=CN2C1=NC(=O)CC2(C)C(=O)N(CC(=O)NC1CCCC1)c1ccccc1C (stereo not given),-2%,.,25%,-0.6%,-10%,1%,?
O=C(CSc1nc2ccccc2s1)NC1CCS(=O)(=O)C1 (stereo not given),3%,-5%,-4%[46.1 µM],5.7%,20%[38.3 µM],0%,5%
CSc1ccc(/C=C(\C(=O)O)c2ccc(S(=O)(=O)N3CCCCC3)s2)cc1,-9%,-22%,-18%,0.0%,-1%,1%,-8%
COc1ccc(-n2c(SC3CCOC3=O)nc3ccccc3c2=O)cc1OC (stereo not given),1%,5%,-10%[46.1 µM],-0.9%,6%[38.3 µM],5%,6%
CCCCCCCC#Cc1ccccc1/C=N/S(=O)C(C)(C)C (stereo not given),2%[13.1 µM],.,.,0.8%[10.1 µM],.,.,9%[17.5 µM]
Cc1ccc(C(c2sc3nc(C)nn3c2O)N2CCN(c3ccccc3)CC2)cc1 (stereo not given),1%,4%,-8%[46.1 µM],-0.2%,-7%[38.3 µM],-5%,5%
O=C(Nc1ccccc1)c1ccc(NC2CCCCC2)c(S(=O)(=O)N2CCOCC2)c1,-6%,-4%,?,-4.6%,-8%[38.3 µM],3%,1%

# In another format: four of the compounds above
> COc1ccc(-n2c(SC3CCOC3=O)nc3ccccc3c2=O)cc1OC (stereo not given)
  CBFb-RUNX1 inh: 1% | Lamin A splicing: 5% | NPSR antag: -10%[46.1 µM] | Epigenetic derep: -0.9% | IMPase Li cell: 6%[38.3 µM] | Luc counter: 5% | GLA spleen mod: 6%

> CCCCCCCC#Cc1ccccc1/C=N/S(=O)C(C)(C)C (stereo not given)
  CBFb-RUNX1 inh: 2%[13.1 µM] | Lamin A splicing: . | NPSR antag: . | Epigenetic derep: 0.8%[10.1 µM] | IMPase Li cell: . | Luc counter: . | GLA spleen mod: 9%[17.5 µM]

> Cc1ccc(C(c2sc3nc(C)nn3c2O)N2CCN(c3ccccc3)CC2)cc1 (stereo not given)
  CBFb-RUNX1 inh: 1% | Lamin A splicing: 4% | NPSR antag: -8%[46.1 µM] | Epigenetic derep: -0.2% | IMPase Li cell: -7%[38.3 µM] | Luc counter: -5% | GLA spleen mod: 5%

> O=C(Nc1ccccc1)c1ccc(NC2CCCCC2)c(S(=O)(=O)N2CCOCC2)c1
  CBFb-RUNX1 inh: -6% | Lamin A splicing: -4% | NPSR antag: ? | Epigenetic derep: -4.6% | IMPase Li cell: -8%[38.3 µM] | Luc counter: 3% | GLA spleen mod: 1%

# Molecules from the list above that have a nitro group on carbon:
SMILES,CBFb-RUNX1 inh,Lamin A splicing,NPSR antag,Epigenetic derep,IMPase Li cell,Luc counter,GLA spleen mod
Cc1cccc(C)c1Nc1ncnc(N)c1[N+](=O)[O-],-1%,-9%,22%,0.0%,2%,1%,-8%
COc1ccc(Cl)cc1N(CC(=O)NC(C)(C)C)S(=O)(=O)c1ccc(C)c([N+](=O)[O-])c1,-3%,?,?,-0.9%,12%,-1%,-6%

# Carrying on.
SMILES,CBFb-RUNX1 inh,Lamin A splicing,NPSR antag,Epigenetic derep,IMPase Li cell,Luc counter,GLA spleen mod
COc1ccc(N2C(=O)CC(NCc3cccc(F)c3)C2=O)cc1 (stereo not given),6%,7%,-7%[46.1 µM],-4.6%,3%[38.3 µM],3%,-14%
CCC(=O)Nc1nonc1-c1nc2ccccc2n1N(C(=O)CC)C(=O)CC,1%,-7%,6%[46.1 µM],1.7%,-3%[38.3 µM],1%,-1%
CCOC(=O)c1nc(NCc2ccccc2)c2ccccc2n1,3%,.,-7%,2.5%,-1%,-14%,-3%
CCN(NC(=O)C(O)(c1ccc(F)cc1)c1ccc(F)cc1)C(=O)c1ccccc1,4%,-9%,6%,1.0%,8%,0%,4%
O=C1N2CN(C(c3ccccc3)c3ccccc3)CN=C2SC1(CO)CO,-1%,-15%,-9%[46.1 µM],1.9%,35%[activator][38.3 µM],-5%,8%
Cc1ccc(CNC(=O)C2CCC(=O)N2C2CCCCC2)cc1 (stereo not given),6%,9%[0.0737 µM],-8%[46.1 µM],-0.9%,2%[38.3 µM],1%,6%
CCn1c(COc2cc(C)ccc2C(C)C)nnc1SCC(=O)Nc1nccs1,9%,-8%[46 µM],-2%,1.1%,2%,0%,-1%
COc1cccc(-c2cc(C(=O)Nc3ccccc3SC)no2)c1,8%,1%,-11%[46.1 µM],1.0%,-9%[38.3 µM],8%,2%
O=S(=O)(Nc1cccnc1)c1ccc(C2CCCCC2)cc1,3%,?,-10%[46.1 µM],0.1%,35%[activator][38.3 µM],18%,-1%
C/C(=N\O)c1ccc2c3ccccc3n(C)c2c1,4%,?,?,-1.0%,-2%[38.3 µM],-1%,26%
COC(=O)/C(=N/Nc1ccccc1Cl)Sc1nnc(C(O)c2ccccc2)n1-c1ccccc1 (stereo not given),-6%,-6%,1%,0.0%,6%,1%,3%
Cc1ccc(S(=O)(=O)N2CCC(C(=O)Nc3nnc(-c4ccco4)s3)CC2)cc1,1%,7%,?,1.9%,2%[38.3 µM],24%,3%
CC(C)(C)NC(=O)CSc1nnc(-c2ccccn2)n1Cc1ccccc1,8%,.,-9%,0.0%,.,.,1%
O=C(N/N=C/c1sc(N2CCOCC2)nc1-c1ccccc1)c1cccc(S(=O)(=O)N2CCCC2)c1,-6%,-7%[46 µM],-26%,-1.6%,6%,-3%,-22%
O=C(/C(=C/O)N=Nc1ccccc1Cl)c1ccccc1,?,?,-54%,5.4%,31%[activator],-1%,2%
O=C1CCCC2=C1C(c1ccco1)Nc1ccc3ccccc3c12 (stereo not given),.,5%,-13%[46.1 µM],-2.0%,-1%[38.3 µM],-4%,?
